QS inhibitor – S. aureus quorum sensing inhibitors, primary screen, RNAIII-GFP reporter, flow cytometry | S. aureus RN6390 RNAIII-GFP reporter, AIP-induced, flow cytometry 3 h | inhibition, % at 2 µM | hit rate 0.3% among 24,000;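 active = share of bacteria positive for the green fluorescent reporter and its mean brightness both inhibited by 50% or more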;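 note: 0% = AIP-stimulated control and 100% = unstimulated bacteria without AIP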
QS inhibitor GFP MFI % – also measured in QS inhibitor; calls as there; inhibition, %; measured here: inhibition of GFP MFI
Active calls of the source: *. A portion of the library. The share of hits here may be higher or lower than overall.

[1] CCOc1ccc(-c2cc(C(=O)N3CCN(c4ccccn4)CC3)c3ccccc3n2)cc1
- QS inhibitor: -0.6
- QS inhibitor GFP MFI %: -8.3

[2] C=CCn1c(=N)n(CC(=O)OCC)c2ccccc21
- QS inhibitor: 1.9
- QS inhibitor GFP MFI %: 10.7

[3] Cc1cc(Nc2cc(C(=O)O)ccc2C)n2ncnc2n1
- QS inhibitor: -18.0
- QS inhibitor GFP MFI %: -29.1

[4] Nn1cnn(Cc2ccccc2)c1=S
- QS inhibitor: 0.6
- QS inhibitor GFP MFI %: 4.5

[5] O=C(CN1CCN(Cc2ccc(F)cc2)C1=O)NCc1cccs1
- QS inhibitor: -0.1
- QS inhibitor GFP MFI %: 8.7

[6] CCOc1cc2[nH]c(=S)n(CCCOC)c(=O)c2cc1OCC
- QS inhibitor: -6.1
- QS inhibitor GFP MFI %: -11.4

[7] Cc1ccccc1-c1nc(CN2CCC(C(=O)NCc3cccnc3)CC2)c(C)o1
- QS inhibitor: -2.5
- QS inhibitor GFP MFI %: -4.5

[8] Cc1ccc(Nc2nnns2)cc1C
- QS inhibitor: -0.8
- QS inhibitor GFP MFI %: -0.1

[9] CCCC(=O)N(Cc1cc2ccccc2[nH]c1=O)c1ccccc1OC
- QS inhibitor: 0.8
- QS inhibitor GFP MFI %: 4.2

[10] CCn1ncc(C(=O)Nc2ccc(S(=O)(=O)N3CCCC3)cc2)c1C
- QS inhibitor: -2.2
- QS inhibitor GFP MFI %: -14.5

[11] O=C(c1ccc2c(c1)OCO2)N1CCNc2ccccc2C1
- QS inhibitor: -0.1
- QS inhibitor GFP MFI %: -7.2

[12] COc1ccc(C2=CSC3=NCCN23)cc1F
- QS inhibitor: 2.3
- QS inhibitor GFP MFI %: 5.5

[13] Cc1cc(S(=O)(=O)N2CCCC2)c(C)s1
- QS inhibitor: -4.6
- QS inhibitor GFP MFI %: -2.3

[14] Cc1nc2cc(NC(=O)N3CC4(C)CC3CC(C)(C)C4)ccc2n1C (stereo not drawn)
- QS inhibitor: 1.4
- QS inhibitor GFP MFI %: 38.5

[15] Cc1ccc(-c2nc(CSCC(=O)N3CCCC3)c(C)o2)cc1
- QS inhibitor: -6.9
- QS inhibitor GFP MFI %: -23.5

[16] Cc1cc(NC(=O)CSc2nnc(COc3ccccc3)o2)no1
- QS inhibitor: 1.1
- QS inhibitor GFP MFI %: 36.3

[17] CCCCC(=O)NC1(C(F)(F)F)C(=O)Nc2c1c(=O)[nH]c(=O)n2Cc1ccco1 (stereo not drawn)
- QS inhibitor: -3.2
- QS inhibitor GFP MFI %: -37.7

[18] COC(=O)c1cc2sccc2n1Cc1nc(-c2ccc(OC)cc2)oc1C
- QS inhibitor: -0.9
- QS inhibitor GFP MFI %: 0.9

[19] O=C(CSc1oc(-c2ccc(F)cc2)nc1S(=O)(=O)c1ccccc1)NCC1CCCO1 (stereo not drawn)
- QS inhibitor: -3.6
- QS inhibitor GFP MFI %: -9.8

[20] CCOC(=O)c1ccc(CNC(=O)C2CCCCC2C(=O)OCC(F)(F)F)o1 (stereo not drawn)
- QS inhibitor: -4.2
- QS inhibitor GFP MFI %: -10.5

[21] O=C(CSc1nnc2scc(-c3ccccc3)n12)N1CCN(Cc2ccccc2)CC1
- QS inhibitor: -2.4
- QS inhibitor GFP MFI %: 3.2

[22] Cc1ccc(S(=O)(=O)NCc2csc(C)n2)c(C)c1
- QS inhibitor: -4.4
- QS inhibitor GFP MFI %: -20.5

[23] CC(Sc1n[nH]c(=O)[nH]c1=O)C(=O)OCc1ccccc1 (stereo not drawn)
- QS inhibitor: -0.1
- QS inhibitor GFP MFI %: 4.1

[24] CCN1CCN(CCCNC(=O)c2cc3cc4ccc(OC)cc4nc3o2)CC1
- QS inhibitor: -2.1
- QS inhibitor GFP MFI %: 3.0

[25] COc1ccc(-n2nnnc2-c2cccc(OC)c2)cc1
- QS inhibitor: -0.4
- QS inhibitor GFP MFI %: -20.2

[26] COc1ccc(C2CC(=O)C3=C(C2)Nc2ccccc2N(C(=O)C2CC2)C3c2cccnc2)cc1OC (stereo not drawn)
- QS inhibitor: 0.0
- QS inhibitor GFP MFI %: -8.5

[27] CCCCC(=O)O[C@H]1CC[C@H]2[C@@H]3CCc4cc(O)ccc4[C@H]3CC[C@]12C
- QS inhibitor: -0.1
- QS inhibitor GFP MFI %: 5.1

[28] CC(C)OC(=O)C1C2C=CC3(CN(C(C)c4ccc(Br)cc4)C(=O)C13)O2 (stereo not drawn)
- QS inhibitor: -3.3
- QS inhibitor GFP MFI %: -7.1

[29] CCCCOC(=O)CCc1c(C)[nH]c(=O)c(C#N)c1C
- QS inhibitor: -5.2
- QS inhibitor GFP MFI %: -28.9

[30] CCCCCCn1c(CN2CCCCC2C)nc2c1c(=O)n(C)c(=O)n2C (stereo not drawn)
- QS inhibitor: 1.1
- QS inhibitor GFP MFI %: 12.6

[31] CCOc1ccc(S(=O)(=O)Nc2cccc(Cl)c2)cc1
- QS inhibitor: -0.2
- QS inhibitor GFP MFI %: 6.3

[32] C=CCOC(=O)c1sc(N2C(=O)c3oc4ccccc4c(=O)c3C2c2ccco2)nc1C (stereo not drawn)
- QS inhibitor: 10.8
- QS inhibitor GFP MFI %: 40.3

[33] CC(C)Cc1cc(C(=O)Nc2c(F)cc(F)cc2Br)no1
- QS inhibitor: 1.7
- QS inhibitor GFP MFI %: 7.3

[34] Cc1cc(C)n(-c2nc3ccccc3c(=O)n2OCCOc2ccccc2)n1
- QS inhibitor: -0.2
- QS inhibitor GFP MFI %: 0.7

[35] O=C(O)CCCC(=O)Nc1nc(-c2ccc(F)cc2)cs1
- QS inhibitor: 1.2
- QS inhibitor GFP MFI %: 3.8

[36] CCOCCn1c(CN2CCN(CC)CC2)nc2c1c(=O)n(C)c(=O)n2C
- QS inhibitor: 0.3
- QS inhibitor GFP MFI %: 19.0

[37] COCCN1Cc2cccc(C(=O)N3CCN(c4cc(C)ccc4C)CC3)c2C1=O
- QS inhibitor: -0.3
- QS inhibitor GFP MFI %: 1.0

[38] Cc1c(C(=O)NCC2CCCO2)oc2ccc3c(c12)C(=O)CC(C)(C)O3 (stereo not drawn)
- QS inhibitor: -1.9
- QS inhibitor GFP MFI %: -5.5

[39] O=C(Cn1cccc1)Nc1ccc(F)cc1F
- QS inhibitor: 0.6
- QS inhibitor GFP MFI %: -41.7

[40] Cc1cc2c(cc(C(=O)OCC(=O)NCc3cccs3)n2C(C)C)o1
- QS inhibitor: 3.0
- QS inhibitor GFP MFI %: 8.4

[41] CCn1cc(/C=C(/C#N)S(=O)(=O)c2ccccc2)cn1
- QS inhibitor: 0.7
- QS inhibitor GFP MFI %: -1.0

[42] CC(=O)c1cccc(NC(=O)c2cnn3ccccc23)c1
- QS inhibitor: 1.4
- QS inhibitor GFP MFI %: 19.7

[43] CC(c1ccco1)N(C(=O)COc1ccc(Cl)cc1Cl)c1ccccn1 (stereo not drawn)
- QS inhibitor: -0.2
- QS inhibitor GFP MFI %: -18.3

[44] Cc1ccc(C(C#N)N2CCOCC2)cc1 (stereo not drawn)
- QS inhibitor: 2.3
- QS inhibitor GFP MFI %: 7.7

[45] CCOC(=O)C1CCCN(C(=O)C2CCN(S(=O)(=O)CC)CC2)C1 (stereo not drawn)
- QS inhibitor: -5.7
- QS inhibitor GFP MFI %: -48.5

[46] CN(C)c1ccc(C2N(c3ccc(Cl)cc3)C(=O)C3CCCN32)cc1 (stereo not drawn)
- QS inhibitor: 1.0
- QS inhibitor GFP MFI %: 9.6

[47] Nc1nc(Cn2nnc(-c3ccccc3F)n2)nc(N2CCOCC2)n1
- QS inhibitor: -0.3
- QS inhibitor GFP MFI %: -5.8

[48] O=C(NCc1cccs1)c1cc2c(s1)CCCC2
- QS inhibitor: 2.1
- QS inhibitor GFP MFI %: 18.1

[49] Cn1cc(CN2CCc3ccccc3C2)c2ccccc21
- QS inhibitor: 8.7
- QS inhibitor GFP MFI %: 31.7

[50] CCCNC(=O)C(Cc1ccccc1)NS(=O)(=O)c1cccc2nsnc12 (stereo not drawn)
- QS inhibitor: -4.7
- QS inhibitor GFP MFI %: -8.6

19 of these compounds in a different format.
Below each compound – QS inhibitor, QS inhibitor GFP MFI %
29	CCCCOC(=O)CCc1c(C)[nH]c(=O)c(C#N)c1C
 : -5.2, -28.9
30	CCCCCCn1c(CN2CCCCC2C)nc2c1c(=O)n(C)c(=O)n2C (stereo not drawn)
 : 1.1, 12.6
31	CCOc1ccc(S(=O)(=O)Nc2cccc(Cl)c2)cc1
 : -0.2, 6.3
32	C=CCOC(=O)c1sc(N2C(=O)c3oc4ccccc4c(=O)c3C2c2ccco2)nc1C (stereo not drawn)
 : 10.8, 40.3
33	CC(C)Cc1cc(C(=O)Nc2c(F)cc(F)cc2Br)no1
 : 1.7, 7.3
34	Cc1cc(C)n(-c2nc3ccccc3c(=O)n2OCCOc2ccccc2)n1
 : -0.2, 0.7
35	O=C(O)CCCC(=O)Nc1nc(-c2ccc(F)cc2)cs1
 : 1.2, 3.8
36	CCOCCn1c(CN2CCN(CC)CC2)nc2c1c(=O)n(C)c(=O)n2C
 : 0.3, 19.0
37	COCCN1Cc2cccc(C(=O)N3CCN(c4cc(C)ccc4C)CC3)c2C1=O
 : -0.3, 1.0
38	Cc1c(C(=O)NCC2CCCO2)oc2ccc3c(c12)C(=O)CC(C)(C)O3 (stereo not drawn)
 : -1.9, -5.5
39	O=C(Cn1cccc1)Nc1ccc(F)cc1F
 : 0.6, -41.7
40	Cc1cc2c(cc(C(=O)OCC(=O)NCc3cccs3)n2C(C)C)o1
 : 3.0, 8.4
41	CCn1cc(/C=C(/C#N)S(=O)(=O)c2ccccc2)cn1
 : 0.7, -1.0
42	CC(=O)c1cccc(NC(=O)c2cnn3ccccc23)c1
 : 1.4, 19.7
43	CC(c1ccco1)N(C(=O)COc1ccc(Cl)cc1Cl)c1ccccn1 (stereo not drawn)
 : -0.2, -18.3
44	Cc1ccc(C(C#N)N2CCOCC2)cc1 (stereo not drawn)
 : 2.3, 7.7
45	CCOC(=O)C1CCCN(C(=O)C2CCN(S(=O)(=O)CC)CC2)C1 (stereo not drawn)
 : -5.7, -48.5
46	CN(C)c1ccc(C2N(c3ccc(Cl)cc3)C(=O)C3CCCN32)cc1 (stereo not drawn)
 : 1.0, 9.6
47	Nc1nc(Cn2nnc(-c3ccccc3F)n2)nc(N2CCOCC2)n1
 : -0.3, -5.8

Remaining list, next part.
[51] O=C1c2cccnc2C(Nc2ccc(S(=O)(=O)N3CCCCC3)cc2)N1Cc1ccccc1 (stereo not drawn)
- QS inhibitor: 6.7
- QS inhibitor GFP MFI %: 16.5

[52] O=C(O)c1ccc(COc2c(F)c(F)cc(F)c2F)cc1
- QS inhibitor: -2.0
- QS inhibitor GFP MFI %: -2.3

[53] O=C1CC(N2CCN(c3ccccc3Cl)CC2)C(=O)N1c1cccc(F)c1 (stereo not drawn)
- QS inhibitor: 2.1
- QS inhibitor GFP MFI %: 6.9

[54] COc1ccc(NC(=O)c2ccc(-n3nc(C)c[n+]3[O-])cc2)cc1
- QS inhibitor: -1.2
- QS inhibitor GFP MFI %: 21.0

[55] COc1ccccc1C(=O)n1nc(-c2ccccc2)nc1N
- QS inhibitor: -0.9
- QS inhibitor GFP MFI %: -0.5

[56] CCn1c(=O)cc(OCC(=O)Nc2ccc(Cl)cn2)c2ccccc21
- QS inhibitor: -1.9
- QS inhibitor GFP MFI %: -9.9

[57] Cc1nnc(NC(=O)CSc2nnc(-c3ccc(S(=O)(=O)N4CCCC4)cc3)n2C)s1
- QS inhibitor: 1.8
- QS inhibitor GFP MFI %: 3.8

[58] COC(=O)C1(C#N)C(c2ccccc2)C1(C(=O)OC)C(=O)OC (stereo not drawn)
- QS inhibitor: 0.0
- QS inhibitor GFP MFI %: 8.9

[59] CSc1cccc(NC(=O)C2CCCN2S(=O)(=O)c2ccc3c(c2)CCC(=O)N3)c1 (stereo not drawn)
- QS inhibitor: 8.9
- QS inhibitor GFP MFI %: 21.0

[60] O=S(=O)(NCCCN1CCN(c2ccccc2F)CC1)c1cccc2cccnc12
- QS inhibitor: -0.2
- QS inhibitor GFP MFI %: 10.2

[61] COc1cccc(N2C(=O)CC(N3CCN(S(=O)(=O)c4ccccc4)CC3)C2=O)c1 (stereo not drawn)
- QS inhibitor: -3.5
- QS inhibitor GFP MFI %: -16.7

[62] CCCS(=O)(=O)N1CCCC(C(=O)NCCN2CCOCC2)C1 (stereo not drawn)
- QS inhibitor: 1.3
- QS inhibitor GFP MFI %: 15.9

[63] Cc1[nH]c(=O)[nH]c(=O)c1S(=O)(=O)NCCOC12CC3CC(CC(C3)C1)C2
- QS inhibitor: 0.8
- QS inhibitor GFP MFI %: 4.8

[64] COc1cccc(N2CCN(C3CC(=O)N(c4cccc(Cl)c4)C3=O)CC2)c1 (stereo not drawn)
- QS inhibitor: -0.7
- QS inhibitor GFP MFI %: -5.9

[65] Cc1cccc(NC(=O)c2ccc(S(=O)(=O)N(C)C)cc2)n1
- QS inhibitor: 0.2
- QS inhibitor GFP MFI %: 19.9

[66] O=C(NCC(=O)N1CCCC1C(=O)O)OC1CCCCC1 (stereo not drawn)
- QS inhibitor: 8.3
- QS inhibitor GFP MFI %: 22.3

[67] Cc1cnc(NC(=O)CSc2nc3ccccc3c(=O)[nH]2)s1
- QS inhibitor: -1.9
- QS inhibitor GFP MFI %: -6.6

[68] Cn1c(=O)c2nc(Cl)n(Cc3ccc(Cl)cc3Cl)c2n(C)c1=O
- QS inhibitor: 1.3
- QS inhibitor GFP MFI %: -12.0
